Source: PubChem
CDK5 inh – inhibitors of human CDK5/p35 kinase | Recombinant CDK5/p35, ADP-Glo luminescence, 60 min | inhibition, % at 10 µM | actives 0.01% (n = 330,000);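 active = highest replicate inhibition of at least 50% and at least 75% of replicates reaching 50%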;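 note: plate controls were DMSO neutral control for no effect and GW8510 at 10 µM for full effect; many of its hits are not listed in these tables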
phage Ecoli inh – E. coli growth loss with phage present | growth absorbance | actives 0.26% (n = 360,000) | inhibition, % at 11.9 µM; in the data active = inhibition above about 11%
HTR5A inv ag – inverse agonist of human HTR5A in OPRM1-OPRD1 counter-screen. AID 504634. P47898. inhibition, % at 9.3 µM. HTR5A cell line, luminescence, inverse agonism. actives 0.083% (n = 340,000); in the data active = inhibition mostly above about 23%, no sharp cut-off; inactive = mostly below about 18%;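 note: 0% = cells with DMSO and 100% = no-cell wells with DMSO; some compounds called inactive have numbers as strong as hits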
Target sequence (P47898 whole entry, looked up): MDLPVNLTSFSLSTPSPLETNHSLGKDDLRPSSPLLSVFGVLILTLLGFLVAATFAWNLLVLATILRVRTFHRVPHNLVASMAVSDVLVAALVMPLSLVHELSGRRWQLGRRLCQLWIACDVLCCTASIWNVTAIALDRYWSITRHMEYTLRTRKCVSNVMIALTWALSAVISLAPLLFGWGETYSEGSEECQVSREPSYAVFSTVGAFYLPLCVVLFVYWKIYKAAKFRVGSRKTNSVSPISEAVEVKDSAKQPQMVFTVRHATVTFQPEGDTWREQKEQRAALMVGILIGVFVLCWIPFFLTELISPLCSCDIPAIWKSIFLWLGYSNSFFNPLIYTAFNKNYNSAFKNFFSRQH
HTR5A ag ctr – HTR5A agonism, opioid heterodimer counter-screen. P47898. HTR5A agonist assay, luminescence, cell-based. activation, % at 9.3 µM. actives 0.61% (n = 340,000); in the data active = activation mostly above about 9.5%, no sharp cut-off; inactive = mostly below about 7.6%;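 note: 0% = cells with vehicle only and 100% = reference agonist; strong numbers were not always called active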
SUMO Mot1 rescue – blocks SUMOylation pathway, rescuing yeast Mot1-301 growth; growth rescue, % at 18.8 µM; S. cerevisiae Mot1-301 growth rescue, ATP luminescence, 38.5C; percent above DMSO median, 100 means doubled; actives 1% (n = 320,000); AID 2716;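 active = every valid replicate shows activation above 250% relative to neutral control wells; inactive = the rest, any valid replicate at or below 250%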;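 note: OY570 slx delta 5 strain wells were the positive control but not used for scaling; some compounds called inactive have numbers as strong as hits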
DAGLB inh – diacylglycerol lipase beta (human) inhibition; inhibition, % at 5.17 µM; HEK293T DAGLB membrane lysate, EnzChek fluorogenic substrate; AID 504411; actives 0.059% (n = 340,000); Q8NCG7; in the data active = inhibition above about 34%;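 note: 0% = enzyme with vehicle and 100% = wells lacking enzyme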
PKA-R1A act – activates the PKA-R1A holoenzyme complex. P00514+P68181. PKA-R1A dissociation, Cy5-IP20 fluorescence polarization; scaled: DMSO 0%, 113 µM cGMP 100%. activation, % at 11.4 µM. actives 0.083% (n = 340,000). AID 504707;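 active = percent activation above the mean of all tested compounds plus 3 SD, cut at about 19% in these data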;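 note: higher means more PKAc released from R1A so a rise in polarization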
Tat export inh – blocks Tat-dependent protein export in E. coli. actives 0.036% (n = 340,000). E. coli MC4100 TorA-mCherry Tat export, fluorescence. inhibition, % at 10 µM;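 active = mean replicate inhibition at least 50% and at least half of replicates individually reaching 50%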;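 note: exported cargo escapes ClpAP degradation while cytoplasmic cargo is degraded and loses fluorescence; 0% = median of neutral control wells and 100% = median of NaSCN control wells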
PKA-R2B activ – activators of human PKA-R2B complex; actives 0.079% (n = 340,000); activation, % at 11.4 µM; PKA-R2B holoenzyme dissociation, Cy5-IP20 fluorescence polarization; R2B truncated from residue 108, S112A mutant; 0% DMSO only, 100% 113 µM cGMP; AID 504700; P22694+P31323;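 active = activation above a cutoff set at the mean over all compounds plus 3 SD, cut at about 18% in these data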;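 note: higher means more holoenzyme dissociation and a rise in polarization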
Target sequence (P31323 whole entry, looked up, other chains not shown, the tested form may be a part): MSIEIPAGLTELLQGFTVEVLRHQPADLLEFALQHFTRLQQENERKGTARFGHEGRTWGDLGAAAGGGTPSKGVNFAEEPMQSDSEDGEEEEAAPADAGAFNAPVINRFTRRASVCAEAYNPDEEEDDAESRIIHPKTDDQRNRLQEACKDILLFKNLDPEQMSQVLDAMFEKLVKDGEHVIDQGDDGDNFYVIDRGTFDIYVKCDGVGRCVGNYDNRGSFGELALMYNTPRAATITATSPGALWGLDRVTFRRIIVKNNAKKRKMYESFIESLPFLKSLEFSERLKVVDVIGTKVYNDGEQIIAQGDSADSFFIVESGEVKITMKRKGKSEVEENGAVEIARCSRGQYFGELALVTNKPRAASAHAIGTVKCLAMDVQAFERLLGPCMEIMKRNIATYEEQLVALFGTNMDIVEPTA
Ecoli viability – reduces bacterial viability in AddAB counter-screen; E. coli V3065 growth, OD600 absorbance, 18 h; inhibition, % at 11.9 µM; actives 0.27% (n = 330,000);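 active = inhibition above the campaign's mean inhibition across all tested compounds plus 3 SD, cut at about 9.9% in these data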;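 note: uninfected addAB+ strain grown without phage in ampicillin broth; 0% = DMSO wells and 100% = ciprofloxacin 0.95 µg/ml wells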
AddAB inh – less growth of phage-infected E. coli with AddAB; E. coli expressing H. pylori AddAB, absorbance growth; inhibition, % at 11.9 µM; actives 0.29% (n = 330,000); AID 435030; in the data active = inhibition above about 12%;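 note: 0% = vehicle wells of infected cells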
Numbers without * were called inactive; · = no result given; & = joins results of further samples.

canonical_smiles	CDK5 inh	phage Ecoli inh	HTR5A inv ag	HTR5A ag ctr	SUMO Mot1 rescue	DAGLB inh	PKA-R1A act	Tat export inh	PKA-R2B activ	Ecoli viability	AddAB inh
CCN(CC(=O)Nc1cc(Cl)ccc1-n1cncn1)Cc1nc2ccccc2c(=O)[nH]1	1.5	2.6	4	-5	-2	-5	10	-3	-8	-1.2	1.4
CSCC[C@H](NC(=O)C1CCCC1)c1nc2ccccc2[nH]1	-1.0	3.7	-8	3	9	-3	-6	3	-9	0.6	2.4
Cc1ccc(C(C)(C)C)cc1S(=O)(=O)NC(=O)c1ccccc1	-1.6	5.0	-17	6	10	3	10	-2	-2	-0.2	1.4
Cc1c(C(=O)N2CC(C)OC(C)C2)sc2nc(-c3ccc(F)cc3)cn12 (stereo unspecified)	-1.0	2.3	25	1	-8	0	2	-14	1	0.1	0.7
CC1CCN(C(=O)COC(=O)[C@H](C)NS(=O)(=O)/C=C/c2ccccc2)CC1	-0.2	2.4	7	2	12	0	-14	2	5	-3.6	2.4
COc1cccc(C(=O)Nc2nnc(-c3ccccc3)s2)c1OC	-0.3	2.4	-18	-3	4	-7	-6	-3	-9	-1.3	0.3
CC(C)NC(=O)CC(c1ccccc1)c1cc(Br)ccc1O (stereo unspecified)	0.1	·	-30	2	-13	-1	-11	0	-15	2.3	2.1
CC(C)CCCCCCCCCCCCC(=O)NCC(=O)NC1C(C)OC(Nc2ncnc3nc[nH]c23)C(O)C1O (stereo unspecified)	1.2	-0.2	4	-1	·	0	-1	3	-2	·	·
Cc1cc(N2CCN(C(=O)c3ccco3)CC2)n2nc(-c3cccc(Cl)c3)cc2n1	-0.2	2.4	-15	3	15	-3	-9	-21	-10	-1.0	1.0
CCCCCCC(=O)N(O)C1CC(=O)N(c2ccc(C)cc2)C1=O (stereo unspecified)	0.5	2.7	6	1	197	4	2	-1	-8	1.5	6.5
COc1ccccc1NC(=O)C(=O)NCC1COc2ccccc2O1 (stereo unspecified)	0.8	2.7	10	3	-1	-11	3	5	-4	0.1	1.3
CC1=CC2=NC(=O)/C(=C\c3ccc(OC(=O)c4ccco4)cc3)C(=N)N2O1	0.7	2.5	13	-5	16	0	-7	-11	-15	1.0	4.2
N#C/C(C(=O)N1CCCCC1)=C1/N=C(N)c2ccccc21	-0.8	3.4	1	2	-1	2	-4	-7	-14	1.0	0.7
COC(=O)COc1ccc(S(=O)(=O)N2CCCCCC2)cc1C	-2.0	-0.6	-7	-1	33	-3	-2	7	3	1.6	1.5
O=C(Nc1ccc(F)cc1)c1ccc(S(=O)(=O)NCc2cccnc2)cc1	-3.8	-2.4	6	-1	168	-2	-14	-10	-13	2.0	0.7
CCOC(=O)c1nn(-c2cccc(Cl)c2)c(C)c1C(C)=O	2.4	-0.3	1	-3	-21	-5	-7	-2	5	0.7	0.1
COCCCNC(=O)Cn1c(=O)n(CCCCCC(=O)Nc2ccccc2)c(=O)c2sccc21	·	4.5	6	3	0	-3	-8	-12	0	-0.3	5.4
O=C(Nc1cc(C(=O)N2CCCC2)ccc1N1CCCC1)C1CC1	2.1	2.2	11	-4	-6	2	7	1	-1	1.1	-1.4
CCOC(=O)c1cnn(CCOC(=O)C(C)(C)C)c1NC(=O)C(C)(C)C	-1.3	1.4	-7	-1	8	2	-8	5	-6	2.4	0.9
COc1ccc(CC(=O)Nc2ccc(S(=O)(=O)Nc3onc(C)c3C)cc2)cc1OC	0.6	0.4	-4	1	-5	-2	-13	0	3	0.1	3.8
NN(Cc1ccccc1)C(=S)Nc1ccc(Cl)c(Cl)c1	-0.4	2.3	-38	14	27	-8	0	1	-15	2.5	3.5
COc1cc(OC)cc(C(=O)NNC(=O)CCCOc2ccccc2)c1	-1.2	-0.1	-5	1	-20	-1	8	3	-7	1.2	0.3
CC1CN(C(=O)c2ccccc2Oc2ccccc2)CC(C)O1 (stereo unspecified)	-1.1	2.2	-8	3	-15	0	-15	4	6	-2.8	0.3
Cc1n[nH]c(C)c1CCOc1ccc(C(C)C)cc1	0.2	0.3	-7	-3	24	0	0	4	-6	1.3	-3.4

The final three entries of the section above are carried over, then new ones follow.
canonical_smiles	CDK5 inh	phage Ecoli inh	HTR5A inv ag	HTR5A ag ctr	SUMO Mot1 rescue	DAGLB inh	PKA-R1A act	Tat export inh	PKA-R2B activ	Ecoli viability	AddAB inh
COc1cc(OC)cc(C(=O)NNC(=O)CCCOc2ccccc2)c1	-1.2	-0.1	-5	1	-20	-1	8	3	-7	1.2	0.3
CC1CN(C(=O)c2ccccc2Oc2ccccc2)CC(C)O1 (stereo unspecified)	-1.1	2.2	-8	3	-15	0	-15	4	6	-2.8	0.3
Cc1n[nH]c(C)c1CCOc1ccc(C(C)C)cc1	0.2	0.3	-7	-3	24	0	0	4	-6	1.3	-3.4
CCCCSc1nsc(NC(C)=O)n1	-0.9	3.4	13	-6	99	-2	6	13	11	0.5	3.0
CCOC(=O)CCCn1c(C)nc(=O)c(-c2ccccc2)c1C	1.2	2.6	-16	11	9	0	-1	-3	-2	1.1	0.1
S=C(Nc1ccc2c(c1)OCO2)NC1CCN(Cc2ccccc2)CC1	-0.1	4.2	2	-1	-6	0	14	-12	12	0.4	2.8
CC1CCCC(=C\c2ccccc2)/C1=N/O (stereo unspecified)	0.8	2.5	-41	2	-25	-2	8	-4	9	-0.1	2.2
Nc1ccc2ccccc2c1C(=O)c1ccccc1	-0.2	2.6	-1	0	·	0	-1	-5	-4	·	·
CC(=O)c1c(C(C)=O)c(C)n(NC(=O)c2ccc(Cl)cc2)c1C	1.0	1.9	0	0	-12	0	6	1	-10	0.8	-1.8
CCC(C)c1ccccc1NC(=O)COC(=O)c1ccc2[nH]c3c(c2c1)CCCC3 (stereo unspecified)	0.3	4.2	9	-3	-12	-7	-3	7	1	-1.3	2.9
CC(=O)NS(=O)(=O)c1ccc(N=NN2CCOCC2)cc1	-1.1	5.3	-9	-3	5	0	3	-6	23*	-0.3	4.2
CCCS(=O)(=O)NCCc1cc2ccc(C)cc2[nH]c1=O	0.4	-0.2	16	-4	86	0	3	-5	-1	0.2	-0.8
O=C(/C=C/c1ccc(O)cc1)c1ccc(NC2=C(N3CCCCC3)C(=O)c3ccccc3C2=O)cc1	2.0	-1.3	8	-1	-10	-3	-4	-5	10	-0.9	1.8
CCN(c1cccc(C)c1)S(=O)(=O)c1ccc(-c2ccc(=O)[nH]n2)o1	0.2	2.1	1	0	-6	1	6	-2	-10	-1.2	3.4
CC(/C=N\NC(=O)c1cccnc1)c1ccccc1 (stereo unspecified)	0.5	3.3	18	-4	2	1	-4	-1	-2	-1.9	-2.2
Cc1ccc(C)c(NS(=O)(=O)c2c(C)nc3sccn3c2=O)c1	-0.9	99*	-18	6	-17	-3	-13	-10	-11	0.3	-2.0
CC(/C=C/C=C/c1ccccc1)=N/NC(=O)CNc1ccc(C)cc1	1.2	1.9	-8	3	10	-1	-2	-1	-4	-3.2	-1.1
CSCC[C@H](NC(=O)C1CCN(S(=O)(=O)c2ccc(C)cc2)CC1)C(=O)NCc1ccco1	1.1	1.6	12	-5	-10	-4	-1	-11	-2	-0.9	4.8
Cc1sc2ncnc(OCC(=O)NCc3cccs3)c2c1C	0.3	1.7	8	-3	5	0	4	-7	-1	-2.5	-0.2
C=CCn1c(SCC(=O)NC2(C#N)CCCCC2)nnc1-c1ccncc1	0.8	-2.1	1	0	-11	1	-6	6	-5	-0.6	-0.2
CN(C)CCC=C1c2ccccc2CCc2ccccc21	-0.5	4.4	5	-1	-20	2	-2	1&-2	-1	3.0	0.5
O=C(O)CCC(=O)Nc1nnc(C(F)(F)F)s1	1.0	2.2	20	-1	37	-1	-4	1	-7	-1.3	1.2
Cc1ccc(C)c(-n2c(Cc3cc(=O)[nH]c(=O)[nH]3)nnc2SCC(=O)NCC2CCCO2)c1 (stereo unspecified)	2.1	0.7	18	2	35	1	3	-12	-11	-1.9	1.1
CC(C)(C)C(=O)NCCn1ccc2ccccc21	1.7	1.7	17	3	10	1	6	-13	-1	-1.1	0.0
N=c1sccn1CC(=O)Nc1ccccc1Oc1ccccc1	0.4	4.0	-2	1	-16	-2	8	-22	-6	2.2	1.6
COc1ccc2ccccc2c1/C=N/NC(=O)c1nnn(-c2nonc2N)c1C(C)C	-0.6	0.9	-17	7	38	0	-5	7	-8	1.3	4.8
c1cc2c3c(cccc3c1)NC1(CCC3(CC1)Nc1cccc4cccc(c14)N3)N2	0.6	0.8	9	-2	-21	7	-11	-5	0	0.9	1.2

An excerpt from above in order of SMILES length, smallest number first:
canonical_smiles	CDK5 inh	phage Ecoli inh	HTR5A inv ag	HTR5A ag ctr	SUMO Mot1 rescue	DAGLB inh	PKA-R1A act	Tat export inh	PKA-R2B activ	Ecoli viability	AddAB inh
CCOC(=O)CCCn1c(C)nc(=O)c(-c2ccccc2)c1C	1.2	2.6	-16	11	9	0	-1	-3	-2	1.1	0.1
CCOC(=O)c1cnn(CCOC(=O)C(C)(C)C)c1NC(=O)C(C)(C)C	-1.3	1.4	-7	-1	8	2	-8	5	-6	2.4	0.9
CCN(CC(=O)Nc1cc(Cl)ccc1-n1cncn1)Cc1nc2ccccc2c(=O)[nH]1	1.5	2.6	4	-5	-2	-5	10	-3	-8	-1.2	1.4
CC(C)CCCCCCCCCCCCC(=O)NCC(=O)NC1C(C)OC(Nc2ncnc3nc[nH]c23)C(O)C1O (stereo unspecified)	1.2	-0.2	4	-1	·	0	-1	3	-2	·	·

The listing continues:
canonical_smiles	CDK5 inh	phage Ecoli inh	HTR5A inv ag	HTR5A ag ctr	SUMO Mot1 rescue	DAGLB inh	PKA-R1A act	Tat export inh	PKA-R2B activ	Ecoli viability	AddAB inh
O=C1c2ccccc2C(=O)C12OC2c1cccc2ccccc12 (stereo unspecified)	-0.6	1.4	4	-1	1	1	1	2	0	0.4	1.7
COc1cc(-c2cn[nH]c2N)cc(OC)c1OC	0.4	·	9	0	7	-1	-6	5	-1	-1.1	-1.2
O=C(OCc1cc(=O)n2ccsc2n1)c1ccccc1NCCO	-2.6	2.9	-15	4	-4	3	-2	-1	-1	-2.7	-1.9
Cc1ccccc1NC(=O)CSc1[nH]c(=O)cc(C)c1C#N	-1.5	1.4	-15	6	339	3	-4	-2	-9	-1.4	2.6
N/C(=N\OC(=O)c1ccccc1)c1cccnc1	-1.4	7.5	0	0	-14	2	6	-18	-9	1.3	4.0
O=C(c1ccc(CN2CCc3ccccc3C2)cc1)N1CCCCC1	2.5	1.0	-33	0	-1	-3	8	6	18	1.7	-1.2
Cc1ccc(S(=O)(=O)n2nnc3ccccc32)c(C)c1C	1.0	2.3	-2	-2	4	-1	-7	1	0	1.1	2.7
